Screening data as filed in PubChem.
CAL PDZ FP-1: inhibitors of human CAL PDZ peptide binding; Q9HD26; purified CAL PDZ, TMR-peptide fluorescence polarization, 1 h; inhibition, % at 20 µM; hit rate 0.02% among 330,000; AID 504414;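 active = highest replicate inhibition of at least 40%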;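 note: plate controls were DMSO neutral control wells for no effect and unlabeled competitor peptide control wells for full effect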
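Test system: purified CerCALP PDZ construct; Compound dosing: one concentration, 20 µM compound; Also added: TMR-labelled reporter peptide T*-PRC34 bound in PDZ groove; Read-out: inhibition from polarization loss; Controls: unlabelled peptide and DMSO controls; Signal: FP readout, S and P plane fluorescence; Incubation: 1 h at RT.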
Tat export inh: blocks Tat-dependent protein export in E. coli; E. coli MC4100 TorA-mCherry Tat export, fluorescence; inhibition, % at 10 µM; hit rate 0.036% among 340,000; AID 488895;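 active = mean replicate inhibition at least 50% and at least half of replicates individually reaching 50%; inconclusive = only one of the two criteria met; inactive = neither criterion met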;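 note: exported cargo escapes ClpAP degradation while cytoplasmic cargo is degraded and loses fluorescence; 0% = median of neutral control wells and 100% = median of NaSCN control wells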
CAL PDZ FP-2: CAL PDZ (human) peptide binding inhibition; Q9HD26; purified CAL PDZ, TMR-peptide fluorescence polarization, 1 h; inhibition, % at 24.9 µM; hit rate 0.92% among 300,000; AID 602252;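 active = mean inhibition of at least 30% with at least half of replicates also reaching 30%; inconclusive = no clear call, values can overlap the other calls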;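 note: 0% = DMSO neutral control and 100% = excess unlabeled competitor peptide PRC23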
Rtt109 HAT inh: inhibitors of Candida albicans Rtt109/Vps75 histone acetyltransferase; Q5AAJ8; inhibition, % at 34.9 µM; purified Rtt109/Vps75, ThioGlo CoA-SH fluorescence, 4 h; hit rate 0.16% among 330,000;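 active = inhibition of at least 50% in every replicate; inconclusive = best replicate reaches 50% inhibition but some replicates fall short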
Target sequence (Q5AAJ8 whole entry, looked up): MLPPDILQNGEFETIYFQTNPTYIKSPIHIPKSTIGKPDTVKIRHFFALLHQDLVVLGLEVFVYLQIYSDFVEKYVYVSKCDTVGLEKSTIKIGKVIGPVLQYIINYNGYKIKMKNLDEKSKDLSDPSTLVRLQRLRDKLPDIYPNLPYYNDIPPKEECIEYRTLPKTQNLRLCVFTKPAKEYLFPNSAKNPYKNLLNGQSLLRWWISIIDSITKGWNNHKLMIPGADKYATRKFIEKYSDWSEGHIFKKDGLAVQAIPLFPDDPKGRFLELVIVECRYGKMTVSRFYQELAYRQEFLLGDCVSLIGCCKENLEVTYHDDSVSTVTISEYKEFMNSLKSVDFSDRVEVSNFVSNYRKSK
cardiac RTF act: cardiac RTF calcium sensitization | P19429+P45379 | AID 493008 | hit rate 0.24% among 340,000 | IANBD-labeled TnC RTF fluorescence at EC20 calcium; 0% EC20 calcium, 100% full calcium | activation, % at 7.2 µM;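 active = activation above the mean over all tested compounds plus 3 SD, cut at about 30% in these data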;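 note: rise in fluorescence read as greater calcium sensitivity of cardiac thin filaments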
dFosB activator: enhances mouse delta FosB homodimer DNA binding; P13346; purified delta FosB, TAMRA-CDK5 oligo fluorescence polarization; percent of positive-control signal above neutral wells; activation, % at 25 µM; hit rate 0.99% among 340,000; AID 493131;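 active = mean activation above about 17%, with every replicate also reaching it, limit read from the data, passing the limit was not always enough; inconclusive = only one of the two conditions met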;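 note: fluorescence polarization rise as delta FosB binds a TAMRA Cdk5 AP-1 oligo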
Target sequence (P13346 whole entry, looked up): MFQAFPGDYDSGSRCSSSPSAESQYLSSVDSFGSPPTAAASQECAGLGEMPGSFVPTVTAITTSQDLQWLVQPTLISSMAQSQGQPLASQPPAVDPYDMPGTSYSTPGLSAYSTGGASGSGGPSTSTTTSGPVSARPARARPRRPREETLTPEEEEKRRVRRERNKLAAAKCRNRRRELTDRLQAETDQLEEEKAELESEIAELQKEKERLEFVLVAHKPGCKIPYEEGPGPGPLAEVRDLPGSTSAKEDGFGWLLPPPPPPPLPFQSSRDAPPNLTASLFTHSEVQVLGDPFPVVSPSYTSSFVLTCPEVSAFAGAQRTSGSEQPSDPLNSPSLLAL
Wnt bcat act: activators of Wnt/beta-catenin signaling | hit rate 1.2% among 300,000 | Wnt/beta-catenin reporter cell assay, activator, plate reader | activation, % at 9.35 µM; in the data active = activation above about 30%, passing the limit was not always enough; inconclusive = no clear call, values can overlap the other calls;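 note: 0% = neutral control wells and 100% = positive control wells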
CDK5 p35 inh: blocks human CDK5/p35 kinase activity. Q00535+Q15078. Recombinant CDK5/p35, ADP-Glo luminescence, 60 min. inhibition, % at 10 µM. hit rate 0.01% among 330,000. AID 488839;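 active = highest replicate inhibition of at least 50% and at least 75% of replicates reaching 50%; inconclusive = only one of the two criteria met; inactive = both criteria failed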;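 note: plate controls were DMSO neutral control for no effect and GW8510 at 10 µM for full effect; many of its hits are not listed in these tables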
MITF act: MITF TRPM1 promoter activation in melanoma cells; SK-MEL-5 TRPM1-promoter luciferase, 24 h; % of positive control, neutral wells = 0; hit rate 0.75% among 300,000; activation, % at 12.5 µM;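 active = mean activation of at least 80% with every replicate also reaching 80%; inconclusive = mean reaches 80% but some replicate falls short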;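 note: 0% = neutral control wells and 100% = parthenolide positive control wells; values of inactives mirror those of a sister screen read the other way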
V-ATPase pH: alters yeast V-ATPase proton transport; response, % at 10 µM; S. cerevisiae, pHLuorin cytosolic pH fluorescence; AID 504577; hit rate 0.37% among 350,000; in the data active = response mostly above about 7.3%, no sharp cut-off; inactive = mostly below about 5.4%; note: actives read high; inactives centre near 0; some compounds called inactive have numbers as strong as hits
Starred values were filed as active, the others as inactive; u = inconclusive; x = no result given.

Start of the listing, in advance:
SMILES	CAL PDZ FP-1	Tat export inh	CAL PDZ FP-2	Rtt109 HAT inh	cardiac RTF act	dFosB activator	Wnt bcat act	CDK5 p35 inh	MITF act	V-ATPase pH
NCCC1CCCC(CCN)N1 (configuration not stated)	-0.3	11	-5	6	1	4	-1	1.5	-4	-5
CN1CCN(S(=O)(=O)c2ccc(N3CCN(C(=O)c4ccccc4)CC3)nc2)CC1	0.6	-3	0	9	0	-10	-2	-1.8	12	1
Nn1c(SCc2cccc(F)c2)nnc1-c1cccnc1	-0.2	2	9	-4	3	2	7	0.8	x	-2
O=C(CNC1CCCCC1)NN=C(c1ccccc1)c1ccccc1	-3.1	-7	-7	7	5	6	-2	-2.1	-11	-6

The listing, previewed entries included:
SMILES	CAL PDZ FP-1	Tat export inh	CAL PDZ FP-2	Rtt109 HAT inh	cardiac RTF act	dFosB activator	Wnt bcat act	CDK5 p35 inh	MITF act	V-ATPase pH
NCCC1CCCC(CCN)N1 (configuration not stated)	-0.3	11	-5	6	1	4	-1	1.5	-4	-5
CN1CCN(S(=O)(=O)c2ccc(N3CCN(C(=O)c4ccccc4)CC3)nc2)CC1	0.6	-3	0	9	0	-10	-2	-1.8	12	1
Nn1c(SCc2cccc(F)c2)nnc1-c1cccnc1	-0.2	2	9	-4	3	2	7	0.8	x	-2
O=C(CNC1CCCCC1)NN=C(c1ccccc1)c1ccccc1	-3.1	-7	-7	7	5	6	-2	-2.1	-11	-6
Cc1ccc(NC(=O)CN2C(=O)NC(C)(C3CC3)C2=O)cc1S(=O)(=O)N1CCCCC1 (configuration not stated)	-1.3	2	-5	-7	2	-9	1	0.0	3	-2
COC(=O)c1sc(S(=O)(=O)N2CCN(c3ccc(OC)cc3)CC2)c(C(=O)OC)c1C	-1.0	-2	-2	15	-1	6	x	0.0	-6	-4
COc1cc(-c2nc(C(=O)NC3CCN(Cc4ccccc4)CC3)cc3c2[nH]c2ccccc23)cc(OC)c1OC	-3.9	7	-3	2	-9	0	x	1.9	-3	3
CCOCCn1c(CN2CCN(C)CC2)nc2c1c(=O)n(C)c(=O)n2C	-0.4	-8	-5	14	2	-3	-1	0.2	x	4
Cc1cc(C)cc(-n2cc(C(=O)O)c(=O)cc2C)c1	-2.4	0	0	x	-3	-4	0	0.4	7	0
CCNC(=O)NC1(C(=O)N2CCC(Cc3ccccc3)CC2)CCCCC1	x	-11	-6	5	-4	-3	7	-2.1	-14	-2
COc1ccc(NC(=O)CN(C)C(=O)c2cccc(NS(=O)(=O)c3ccc(Br)cc3)c2)cc1	-2.1	-5	-1	-1	1	-6	-2	0.5	-6	-1
O=C1CC2(CCCC2)CC(=O)N1c1ccccc1	-0.7	-8	1	8	1	3	0	0.3	-8	-3
O=C(Cc1n[nH]c(=O)[nH]c1=O)N/N=C/c1cccc(O)c1	-3.5	6	-6	0	7	-3	1	-4.8	x	4
Cc1cc(C)n(-c2nc3ccccc3n3c(C)nnc23)n1	-0.3	0	x	-4	-3	-5	-2	0.4	-13	4
CSc1nc(C)cc(C)c1C#N	x	10	-5	1	-2	-1	x	-0.9	13	x
COc1ccc(S(=O)(=O)N2CCOCC2)cc1NC(=O)CSc1nnc(C2CC2)n1N	-1.1	-3	-5	-11	1	-2	2	0.5	-5	5
Cc1ccccc1CN(CC(=O)Nc1cccc([N+](=O)[O-])c1)S(=O)(=O)c1ccc(Cl)cc1	0.1	4	-1	-1	3	-7	-5	2.8	3	-2
COc1cc(/C=N\NC(=O)OC(C)(C)C)ccc1OC(=O)c1ccco1	-2.3	9	-6	9	x	-10	3	0.0	6	-1
CN1CCN(c2ccc(S(=O)(=O)N3CCCCC3)cc2NC(=O)/C=C/c2ccc(Cl)c([N+](=O)[O-])c2)CC1	0.8	16	-3	5	-3	52*	-3	-1.1	-9	0
Cc1ccc(S(=O)(=O)N(CC(=O)O)Cc2ccccc2)cc1	0.2	-4	x	-9	2	4	-1	-0.1	5	2
Cc1ccc(/C=N/NC(=O)c2nnn(-c3nonc3N)c2CSc2ccc(Cl)cc2)cc1	1.5	-5	x	0	-4	9	-2	0.0	2	-3
Cc1cccc(NC(=O)CSc2ccc(C(N)=O)cc2[N+](=O)[O-])c1C	0.0	-2	-1	7	3	3	-6	0.0	7	-1
CCOC(=O)c1ccc(NC(=O)CCc2nc(-c3ccc(Cl)cc3)no2)cc1	-0.6	2	-4	-6	-5	-7	0	0.2	-17	1
COc1cccc(CNC(=O)c2ccc(NC3=NC4CS(=O)(=O)CC4S3)cc2)c1 (configuration not stated)	-2.0	8	-2	-13	-2	14	2	1.5	1	5
CCOC(=O)c1ccc(N/N=C/c2cc(Br)cc([N+](=O)[O-])c2O)cc1	-0.5	0	4	2	4	-5	-14	2.5	5	2

A section from the list above:
SMILES	CAL PDZ FP-1	Tat export inh	CAL PDZ FP-2	Rtt109 HAT inh	cardiac RTF act	dFosB activator	Wnt bcat act	CDK5 p35 inh	MITF act	V-ATPase pH
CN1CCN(S(=O)(=O)c2ccc(N3CCN(C(=O)c4ccccc4)CC3)nc2)CC1	0.6	-3	0	9	0	-10	-2	-1.8	12	1
Nn1c(SCc2cccc(F)c2)nnc1-c1cccnc1	-0.2	2	9	-4	3	2	7	0.8	x	-2

Some of these compounds in order of their number in CAL PDZ FP-2, ascending:
Compound	CAL PDZ FP-1	Tat export inh	CAL PDZ FP-2	Rtt109 HAT inh	dFosB activator	Wnt bcat act	CDK5 p35 inh	MITF act	V-ATPase pH
CCNC(=O)NC1(C(=O)N2CCC(Cc3ccccc3)CC2)CCCCC1	x	-11	-6	5	-3	7	-2.1	-14	-2
CCOCCn1c(CN2CCN(C)CC2)nc2c1c(=O)n(C)c(=O)n2C	-0.4	-8	-5	14	-3	-1	0.2	x	4
CN1CCN(c2ccc(S(=O)(=O)N3CCCCC3)cc2NC(=O)/C=C/c2ccc(Cl)c([N+](=O)[O-])c2)CC1	0.8	16	-3	5	52*	-3	-1.1	-9	0
CN1CCN(S(=O)(=O)c2ccc(N3CCN(C(=O)c4ccccc4)CC3)nc2)CC1	0.6	-3	0	9	-10	-2	-1.8	12	1
CCOC(=O)c1ccc(N/N=C/c2cc(Br)cc([N+](=O)[O-])c2O)cc1	-0.5	0	4	2	-5	-14	2.5	5	2
Nn1c(SCc2cccc(F)c2)nnc1-c1cccnc1	-0.2	2	9	-4	2	7	0.8	x	-2

The list goes on.
SMILES	CAL PDZ FP-1	Tat export inh	CAL PDZ FP-2	Rtt109 HAT inh	cardiac RTF act	dFosB activator	Wnt bcat act	CDK5 p35 inh	MITF act	V-ATPase pH
COc1cccc(CNC(=O)CN2C(=O)CCSc3ccc(S(=O)(=O)N4CCCC4)cc32)c1	-2.0	u	0	7	4	-10	-3	0.1	4	-7
CCCCC(=O)NCCNC(=O)c1cc(OCC(F)(F)F)ccc1OCC(F)(F)F	x	-5	0	6	0	0	x	-0.5	-10	4
C/C(=N\Nc1nc(Nc2ccccc2)nc(N2CCOCC2)n1)c1cccs1	-2.1	4	-1	4	-1	0	2	0.2	50	0
CC(=O)N/C(=C\c1ccccc1)C(=O)OCc1ccccc1	0.0	-17	-4	5	-5	2	-2	-2.2	-6	3
COc1ccc(N2CCN(S(=O)(=O)CCNS(=O)(=O)c3ccccc3)CC2)cc1	-1.3	11	-10	0	-3	-1	-1	-0.6	3	-1
COC(=O)C1=C(C)N(C)C(C)=C(C(=O)OC)C1c1ccccc1C	-0.5	-1	-9	-2	3	-3	x	0.1	-8	-1
O=C1CC(NS(=O)(=O)c2cccs2)CN1c1ccc(Cl)cc1 (configuration not stated)	-0.1	13	x	2	-1	-6	-2	-0.8	-1	-7
COc1ccc2ccccc2c1C(=O)/C=C\c1ccoc1	0.0	-12	-3	8	6	-4	x	-2.7	1	0
Cn1c2c(c(=O)n(C)c1=O)C(NC(=O)c1ccco1)(C(F)(F)F)C(=O)N2 (configuration not stated)	-1.2	-8	x	5	-1	-3	x	-1.8	-8	-3
Cc1ccc(C)c(NC(=S)c2ccc3ccccc3n2)c1	0.8	0	-1	8	4	-5	22	1.0	44	-2
CC(=O)c1cccc(NC(=O)CN2C(=O)C3C4C=CC(C4)C3C2=O)c1 (configuration not stated)	-8.1	1	-8	-2	11	-10	x	-2.1	12	-2
O=C(c1ccccc1F)N1CCN(c2ncccn2)CC1	-3.6	-3	0	-6	2	-10	1	0.1	10	2
CC(C)(C)c1ccc(COn2ccnc2)cc1	-2.6	2	-2	-6	2	-5	1	-1.9	4	3
Cc1cc(-c2nnc(CCC(=O)N(C)CCc3ccccc3)o2)no1	-0.1	2	10	-10	0	-10	24	1.3	8	2
O=C(O)/C=C/C(=O)N1CCN(S(=O)(=O)c2cc(C(F)(F)F)ccc2Cl)CC1	0.4	-13	x	6	2	-10	0	1.5	2	-2
CCOc1cc(C=O)cc(Br)c1OCC(=O)NCCc1ccccc1	-4.3	-6	5	4	-7	-10	-5	-0.6	-8	0
O=C(CN(Cc1ccco1)C(=O)CNS(=O)(=O)c1ccc(F)cc1)NCc1ccccc1	-0.9	2	-5	-4	-6	1	-4	-2.4	x	-1
Nc1ccc(C23CC4CC(CC(O)(C4)C2)C3)cc1	-1.1	-11	x	-1	0	-8	x	0.6	7	-2
C#CCOCCOCCOCCNc1nc(N2CCN(C(=O)[C@H](CCCCN)n3cc([C@@H](N)CO)nn3)CC2)nc(N2CCN(C(=O)[C@H](Cc3ccc(O)cc3)n3cc([C@@H](N)CC(C)C)nn3)CC2)n1	0.0	3	-3	33	-2	-2	0	0.9	0	4
O=C(Cn1cnc2c(nnn2-c2cccc(Cl)c2)c1=O)N1CCCC1	-3.3	6	-2	2	1	-7	x	0.5	8	0
CCC(C)(C)NC(=S)Nc1ccccc1C	-0.1	-5	x	0	0	-3	0	0.8	5	-2
Cc1ccc(Sc2ncccc2C(=O)NCc2cc([N+](=O)[O-])ccc2O)c(C)c1	-1.2	3	1	12	2	-7	2	-0.6	0	-1
COc1cc(C(=O)OCC(=O)Nc2c(F)c(F)c(F)c(F)c2F)cc(OC)c1OC	-0.3	-2	-1	6	-2	1	12	-0.5	-1	1
O=C(Cn1[nH]c(=O)c2ccccc2c1=O)OCC(=O)N1CCCc2ccccc21	-2.2	-2	69*	1	5	-9	3	-1.3	x	3
O=C(C1CCC(CNc2c(N3CCCCC3)c(=O)c2=O)CC1)N1CCN(c2ccccn2)CC1 (configuration not stated)	-0.2	-7	x	-3	2	0	-2	1.1	9	-1
COc1ccccc1NC(=O)COn1nnc2ccc(S(=O)(=O)N3CCOCC3)cc21	-2.2	-2	-3	-8	3	-6	-2	-1.4	-5	3
COc1ccc(CCNC(=O)CCN2C(=O)C(C)Oc3ccc(C)cc32)cc1OC (configuration not stated)	-3.4	18	-3	x	-2	-12	-3	0.3	x	-2
